Glioma ERSR ind: qHTS for Inducers of the Endoplasmic Reticulum Stress Response (ERSR) in Human Glioma: qHTS; U87-MG GRP78 promoter luciferase reporter, 16 h; Potency, µM, for inactives: at the highest dose activation, most hits filed as activators; 0.02% of 420,000 active; note: potency is the fitted concentration of half-maximal effect; series mostly up to about 76 µM; % of control where 0% means no effect; nearly all actives have a fitted effect of over 35% in size
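ERSR induction read as luciferase luminescence (Bright-Glo, 10 min at room temperature) in stably transfected human U87-MG glioma cells exposed to compounds for 16 h, using GRP78 as sensor.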
D2 potentiator: HTS Assay for Positive Allosteric Modulators of the Human D2 Dopamine Receptor: Primary Screen for Potentiators. HEK293 T-REx D2, calcium flux, EC20 dopamine potentiation. 0.34% of 340,000 active. AID 485347, 2010. potentiation, % at 10 µM;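 active = potentiation over 3 SD above the plate norm, cut at about 30% in these data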; note: 0% is about no effect
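Potentiation of an EC20 dopamine calcium response measured kinetically over 180 s, after a preceding 180 s compound-only read flagging agonists. Cells: inducible Hek293 Trex D2 line, 4000/well, cultured overnight at 30 C before dye loading.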
RXFP1 antag: qHTS Assay for Antagonists of the Relaxin Receptor RXFP1; Relaxin receptor 1 (Homo sapiens), Q9HBX9; HEK293-RXFP1, relaxin-stimulated cAMP HTRF, 30 min; hits give low values; activity change, negative = inhibition, % at 57.5 µM; 0.59% of 350,000 active;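 active = activity change of -60% or lower, but not beyond a set lower limit; inconclusive = change between -60% and -40%, or beyond the set limit; inactive = change above -40%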; note: % is set by controls: 0 for no effect and ±100 for the full control effect
RXFP1 agonist: qHTS Assay for Agonists of the Relaxin Receptor RXFP1; Relaxin receptor 1 (Homo sapiens), Q9HBX9; HEK293T-RXFP1 cAMP TR-FRET, 30 min; response scale: percent of porcine relaxin response, buffer zero; Potency, µM (series often up to 57.5 µM), without a hit: at the top dose activation, most hits filed as activators; 0.3% of 370,000 active; AID 2676, 2010; note: potency is the fitted concentration of half-maximal effect; % is set by controls: 0 for no effect and ±100 for the full control effect; nearly all actives have a fitted effect of over 60% in size; many of its hits are not listed in these tables
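HEK293 cells stably expressing RXFP1, treated 30 min at 37C with compounds plus PDE4 inhibitor Ro 20174; cAMP measured by HTRF TR-FRET. Normalized to buffer and 29 nM porcine relaxin; EC50 by Hill fit.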
Vif-A3F inh: qHTS for Inhibitors of Vif-A3F Interactions: qHTS; HeLa A3F-eYFP + Vif (tagged APOBEC3F with the HIV-1 protein that degrades it), YFP fluorescence increase; Potency, µM (doses to about 46.1 µM), inactives show at the top dose activity, negative = active; 0.2% of 390,000 active; AID 602313, 2012; note: potency is the fitted concentration of half-maximal effect; % of control where 0% means no effect; nearly all actives have a fitted effect of over 65% in size
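HeLa cells stably expressing Vif plus C-terminally eYFP-tagged A3F were seeded, incubated overnight at 37 deg C, dosed with compound, incubated overnight again at 37 deg C. Yellow fluorescence (Ex 488/Em 500-530) reported blocked Vif-mediated A3F-eYFP degradation.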
Vif-A3G inh: qHTS for Inhibitors of Vif-A3G Interactions: qHTS; 0.076% of 410,000 active; HeLa A3G-eYFP + Vif (tagged APOBEC3G with the HIV-1 protein that degrades it), YFP fluorescence, overnight; DNA dC->dU-editing enzyme APOBEC-3G (Homo sapiens), Q9HC16; Potency, µM (highest dose often 46.1 µM), without a hit: at the top dose activity, negative = active, hits mostly inhibitors;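 note: potency is the fitted concentration of half-maximal effect; % is set by controls: 0 for no effect and ±100 for the full control effect; nearly all actives have a fitted effect of over 60% in size; hits raise eYFP signal because A3G escapes Vif-driven loss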
Target sequence (Q9HC16 whole entry, looked up): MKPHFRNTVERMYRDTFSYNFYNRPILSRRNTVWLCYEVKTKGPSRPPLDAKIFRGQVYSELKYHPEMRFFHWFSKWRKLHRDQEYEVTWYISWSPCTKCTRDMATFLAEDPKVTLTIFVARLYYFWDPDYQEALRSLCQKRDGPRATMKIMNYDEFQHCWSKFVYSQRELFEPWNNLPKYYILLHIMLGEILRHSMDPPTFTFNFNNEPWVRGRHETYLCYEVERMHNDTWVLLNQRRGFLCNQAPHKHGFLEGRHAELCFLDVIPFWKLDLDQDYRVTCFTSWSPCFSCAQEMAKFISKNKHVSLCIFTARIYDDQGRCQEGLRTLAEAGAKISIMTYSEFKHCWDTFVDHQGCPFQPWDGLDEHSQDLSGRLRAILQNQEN
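Read-out is eYFP fluorescence (Ex 488/Em 500-530) from Vif-expressing HeLa A3G-eYFP cells; more signal means A3G escaped Vif-mediated degradation. Cells plated overnight, compound pinned in, incubated overnight at 37 deg C.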
D1 antagonist: Antagonist of Human D 1 Dopamine Receptor: qHTS. HEK293 TREx D1 cells, calcium flux, dopamine EC80; hits give low values. activity change, negative = inhibition, % at 10 µM. 3.2% of 360,000 active. D(1A) dopamine receptor (Homo sapiens), P21728; in the data active = activity change below about -30%; note: % is set by controls: 0 for no effect and ±100 for the full control effect
Target sequence (P21728 whole entry, looked up): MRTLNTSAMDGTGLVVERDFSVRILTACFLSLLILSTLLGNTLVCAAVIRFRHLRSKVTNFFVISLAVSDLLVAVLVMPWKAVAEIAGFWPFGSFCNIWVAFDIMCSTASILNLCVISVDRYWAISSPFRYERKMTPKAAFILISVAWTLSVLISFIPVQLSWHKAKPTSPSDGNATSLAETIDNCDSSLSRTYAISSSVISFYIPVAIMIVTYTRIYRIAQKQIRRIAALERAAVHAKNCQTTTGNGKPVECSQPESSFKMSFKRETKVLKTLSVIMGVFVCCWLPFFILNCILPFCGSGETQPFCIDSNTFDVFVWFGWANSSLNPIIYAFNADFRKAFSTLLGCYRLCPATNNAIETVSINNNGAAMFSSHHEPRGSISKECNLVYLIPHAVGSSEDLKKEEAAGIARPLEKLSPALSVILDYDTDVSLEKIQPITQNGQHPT
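Calcium flux readout: force-coupled, inducible Hek293 Trex D1 line, cells induced overnight at 30 C with tetracycline, dye-loaded 30–90 min at RT. Antagonism scored against EC80 dopamine challenge given 180 s after compound.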
D1 ag: Allosteric Agonists of the Human D1 Dopamine Receptor: qHTS. 1% of 360,000 active. D(1A) dopamine receptor (Homo sapiens), P21728. activation, % at 2 µM. HEK293 T-REx D1 cells, calcium flux, agonist mode; in the data active = activation above about 30%; note: 0% is about no effect
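Inducible HEK293 T-REx D1 cells, force-coupled to calcium signalling, were plated at 4000 cells/well with tetracycline and held overnight at 30 C. After no-wash calcium dye loading, compound-evoked calcium rise over 180 s flagged agonists.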
D1 potentiator: Potentiators of Human D1 Dopamine Receptor: qHTS; 0.036% of 360,000 active; D(1A) dopamine receptor (Homo sapiens), P21728; HEK293 TREx D1 cells, calcium flux, dopamine EC20 potentiation; potentiation, % at 10 µM; in the data active = potentiation above about 30%; note: 0% is about no effect
* marks the source's active call; other numbers are inactive results; ? = inconclusive; / = no result given; & = joins results of further samples. Unless noted, calls come from the whole dose curve; as a rule, active = well fitted curve in the direction sought with a large enough effect; inconclusive = small, poorly fitted or top-dose-only effect, or another doubt; inactive = no such curve, though single readings can be large; an effect the other way counts as inactive or inconclusive. This is a subset, so the mix of outcomes need not match the whole.

#	SMILES	Glioma ERSR ind	D2 potentiator	RXFP1 antag	RXFP1 agonist	Vif-A3F inh
1	O=C1CSC(c2ccc(F)c(F)c2)N1c1ccccc1F (stereo not given)	1%	-7	13	0.5%	-22%
2	Cc1c(C(=O)NCc2ccccn2)oc2ccc(S(=O)(=O)N3CCC4(CC3)OCCO4)cc12	-9%	1	-20	-3.2%	-9%
3	Cc1ccccc1NS(=O)(=O)c1ccc(C(=O)NCC(C)(C)N2CCOCC2)cc1	-4%	14	-9	-0.1%	2%
4	Cc1ccc(S(=O)(=O)N(CC(=O)N2CCC(C(N)=O)CC2)Cc2ccc(F)cc2)cc1	-2%	1	5	0.2%	-19%
5	Cc1c(C(=O)Nc2ccc(F)cc2F)oc2c1-c1nn(Cc3c(F)cccc3Cl)cc1CC2	-4%	-3	-39	15%	?
6	CC1=C(c2cccc(Cl)c2)S(=O)(=O)NC1=NCc1ccccc1C	-3%	0	-21	1.7%	14%
7	CCCN1C(=O)/C(=C2\SC(=S)N(c3c(C)n(C)n(-c4ccccc4)c3=O)C2=O)c2ccccc21	0%	4	-6	1.2%	0%
8	Cc1ccc(NC(=O)CSc2ncccn2)c([N+](=O)[O-])c1	6%	0	-6	2.5%	7%
9	Cc1ccc(S(=O)(=O)N(C)C)cc1NC(=O)COC(=O)C1CC1	-4%	-4	8	1.1%	-7%
10	Cc1cccc2nc(COc3ccc4ccccc4c3Br)cn12	6%	-4	22	15%	?

#	Vif-A3G inh	D1 antagonist	D1 ag	D1 potentiator
1	-12%	4	-1	2
2	0%	-10	-2	0
3	-2%	-3	4	-4
4	2%	4	1	5
5	-2%	-8	1	7
6	-4%	-1	17	-1
7	-6%	1	5	4
8	3%	-14	4	-6
9	-2%	1	0	-3
10	0%	-2	1	4

A different layout for some results above.
3: Cc1ccccc1NS(=O)(=O)c1ccc(C(=O)NCC(C)(C)N2CCOCC2)cc1
4: Cc1ccc(S(=O)(=O)N(CC(=O)N2CCC(C(N)=O)CC2)Cc2ccc(F)cc2)cc1
5: Cc1c(C(=O)Nc2ccc(F)cc2F)oc2c1-c1nn(Cc3c(F)cccc3Cl)cc1CC2
6: CC1=C(c2cccc(Cl)c2)S(=O)(=O)NC1=NCc1ccccc1C
Screen / compound no.	3	4	5	6
Glioma ERSR ind	-4%	-2%	-4%	-3%
D2 potentiator	14	1	-3	0
RXFP1 antag	-9	5	-39	-21
RXFP1 agonist	-0.1%	0.2%	15%	1.7%
Vif-A3F inh	2%	-19%	?	14%
Vif-A3G inh	-2%	2%	-2%	-4%
D1 antagonist	-3	4	-8	-1
D1 ag	4	1	1	17
D1 potentiator	-4	5	7	-1

Next part:
#	SMILES	Glioma ERSR ind	D2 potentiator	RXFP1 antag	RXFP1 agonist	Vif-A3F inh
11	Cc1nc(/N=C(\N)NC(=O)NC2CCCCC2)nc2ccccc12	-5%	-10	-23	0.7%	8%
12	COc1cc(CCC(=O)Nc2ccc(S(=O)(=O)N3CCOCC3)cc2)cc(OC)c1OC	-3%	/	-14	3.0%	-1%
13	CCC(C)(C)NC(=O)C(c1cccnc1)N(C(=O)c1csnn1)c1ccccc1 (stereo not given)	2%	40*	-3	0.8%	-2%
14	NC(=O)c1ccc(NC(=O)C2COc3ccccc3O2)cc1 (stereo not given)	0%	-6	3	-1.7%	-7%
15	O=C(NCc1cccc(C(F)(F)F)c1)C1CC(c2ccccc2[N+](=O)[O-])=NO1 (stereo not given)	-1%	3	/	-2.4%	-6%
16	Cc1cc(OCC(=O)NNC(=O)c2cnccn2)cc(C)c1Cl	-1%	/	-5	-0.1%	12%
17	CCCOc1nc2c(c(=O)n(C)c(=O)n2C)n1CCC	-4%	-1	-1	1.9%	-2%
18	CCOC(=O)N1CCN(C(=O)c2cc(-c3ccc(F)cc3)[nH]c2C)CC1	-2%	5	8	-0.1%	6%
19	O=S(=O)(Nc1ccc(C(F)(F)F)cc1)c1cccs1	-1%	16	1	-0.7%	9%
20	Clc1ccc(CN2CCCCCC2)cc1	-5%	-3	-15	-0.1%	6%

#	Vif-A3G inh	D1 antagonist	D1 ag	D1 potentiator
11	-24%	-18	1	-5
12	-2%	5	1	-8
13	0%	0	1	0
14	-13%	1	1	-6
15	-17%	0	2	1
16	2%	-10	0	-3
17	-1%	7	1	-1
18	-1%	11	1	1
19	-6%	-10	1	-12
20	-1%	37	-2	2

The final 2 compounds of the part above lead into the next:
#	SMILES	Glioma ERSR ind	D2 potentiator	RXFP1 antag	RXFP1 agonist	Vif-A3F inh
19	O=S(=O)(Nc1ccc(C(F)(F)F)cc1)c1cccs1	-1%	16	1	-0.7%	9%
20	Clc1ccc(CN2CCCCCC2)cc1	-5%	-3	-15	-0.1%	6%
21	CC(C)(C)C(=O)Nc1nnc(SCC(=O)Nc2nccs2)s1	0%	4	-2	-2.0%	-17%
22	Cc1ccc(NC(=O)c2sc3nc[nH]c(=O)c3c2C)c(C)c1	5%	/	2	-2.7%	-7%
23	Cc1cccc(-c2noc(CNC(=O)c3ccco3)n2)c1	0%&0%	-2&4	-13&5	3.9%&-3.4%	7%&1%
24	CCN(Cc1ccccc1)C(=O)CN1C(=O)COc2ccc(S(=O)(=O)N3CCCCCC3)cc21	0%&-2%	7&4	24&-1	3.9%&0.0%	2%&7%
25	CCOC(=O)COn1c(=O)c(-c2cccs2)[n+]([O-])c2ccccc21	?	15	12	-5.3%	-5%
26	COC(=O)C(C)Sc1nnc(-c2ccncc2)o1 (stereo not given)	-3%	11	-12	0.9%	-9%
27	O=C(O)CC1=C(O)C(=O)N(c2ccccc2)C1c1ccc(Cl)cc1 (stereo not given)	0%	5	-26	0.8%	-4%
28	OCc1ccccc1N=c1ssnc1Cl	/	0	/	-2.6%	/
29	Cc1ccccc1C(=O)N1CCN(c2ccc(NC(=O)c3cccs3)cc2)CC1	-6%	4	-17	0.4%	3%
30	CCOC(=O)c1cnc2c(C)c(Cl)ccc2c1NCCc1ccccc1	-2%	1	/	3.1%	-5%

#	Vif-A3G inh	D1 antagonist	D1 ag	D1 potentiator
19	-6%	-10	1	-12
20	-1%	37	-2	2
21	0%	10	2	-2
22	0%	-48*	8	-12
23	0%&0%	0&-21	5&0	0
24	4%&1%	-1&-2	0&3	2&-2
25	0%	-21	2	-8
26	-2%	1	1	-2
27	2%	-1	4	-2
28	/	8	2	-2
29	0%	-61*	0	-1
30	0%	0	12	-3

Next results follow.
#	SMILES	Glioma ERSR ind	D2 potentiator	RXFP1 antag	RXFP1 agonist	Vif-A3F inh
31	O=C1CCCc2c1cc(-c1ccccc1)n2-c1ccccc1	-1%	-13	?	0.6%	-23%
32	O=C(NCc1ccccc1)c1cc2ccc3cccnc3c2[nH]1	3%	-15	-32	-0.9%	-5%
33	O=C(Nc1ccc(Cl)cc1C(=O)O)c1ccc2c(c1)C(=O)N(Cc1ccco1)C2=O	1%	-3	-5	-0.9%	4%
34	C/C(CC(=O)Nc1ccc2c(c1)OCCO2)=N\NC(=O)Cc1ccc(Cl)cc1	-7%	9	0	3.1%	12%
35	CCCc1nc(S(=O)(=O)Cc2ccc(Cl)cc2Cl)n[nH]1	-6%	0	2	-0.5%	-2%
36	Cc1cc(=O)oc2cc(OCC(=O)c3ccc4c(c3)NC(=O)CO4)ccc12	-4%	11	12	-0.3%	-5%
37	Cc1nc(-c2ccc(NC(=O)c3ccccc3C)cc2)cs1	-4%	-2	-17	0.0%	-12%
38	COc1ccc(/C=C2\SC(=O)N(CCNC(=O)Cn3cnnn3)C2=O)cc1	1%	7	8	1.8%	0%
39	O=C(Nc1c2c(nn1-c1ccc(Cl)cc1)CS(=O)(=O)C2)c1cccc(Cl)c1	-5%	17	/	-0.5%	-6%
40	Cn1cc(Br)c(C(=O)N2CCc3ccccc32)n1	3%	8	-2	0.4%	0%

#	Vif-A3G inh	D1 antagonist	D1 ag	D1 potentiator
31	1%	2	0	-8
32	-5%	3	1	2
33	2%	-21	1	-10
34	3%	0	0	-3
35	-1%	-9	1	-4
36	-2%	-1	2	7
37	-4%	-7	0	-1
38	1%	21	-2	6
39	-2%	-1	14	-1
40	0%	-8	0	-1

Later entries:
#	SMILES	Glioma ERSR ind	D2 potentiator	RXFP1 antag	RXFP1 agonist	Vif-A3F inh
41	CN(CCc1ccccn1)C(=O)CCC1CCCN(C(=O)CCOc2ccccc2)C1 (stereo not given)	0%	-2	9	-1.0%	5%
42	O=C(c1ccco1)N1C(=O)c2cccc3cccc1c23	-10%	-9	0	2.1%	-2%
43	Cc1nc2cc(NC(=O)NCc3ccc4c(c3)OCO4)ccc2o1	1%	-5	18	-0.4%	0%
44	Nc1cc(C(=O)N2CCN(c3cccc(Cl)c3)CC2)ccc1N1CC2CC(C1)c1cccc(=O)n1C2 (stereo not given)	-2%	/	-4	/	1%
45	O=C(NOCc1ccccc1)c1ccc(Cl)cc1Cl	-14%	1	4	0.2%	5%
46	CCOC(=O)CSC1=C(C#N)C(c2ccc(Cl)cc2)CC(=O)N1 (stereo not given)	-3%	3	/	-0.7%	-5%
47	O=C(Nc1ccc(Cl)c(S(=O)(=O)N2CCCCC2)c1)c1ccco1	-4%	-3	-7	-1.3%	-8%
48	CC(C)OC(=O)Cn1c(=O)oc2ccccc21	-3%	-7	-26	0.6%	-10%

#	Vif-A3G inh	D1 antagonist	D1 ag	D1 potentiator
41	2%	5	3	-5
42	-2%	8	1	-1
43	-1%	5	3	1
44	-26%	/	/	/
45	-1%	-1	2	-3
46	0%	-7	1	/
47	-1%	-6	0	-4
48	-3%	7	-1	-3
